EP2 modulator: modulates human prostaglandin E2 receptor EP2 signaling; actives 0.83% (n = 260,000); P43116; induction, % at 25 µM; EP2-expressing cells, cAMP HTRF FRET, PGE2 co-stimulation;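 active means compounds whose cAMP rise, as percent of the full-agonist control response, exceeds 60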;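 further: rat C6 glioma line stably carrying human EP2 under a CMV promoter; the protocol text gives 20 µM as final concentration; 100% = response of wells given 1 µM PGE2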
Target sequence (P43116 whole entry, looked up): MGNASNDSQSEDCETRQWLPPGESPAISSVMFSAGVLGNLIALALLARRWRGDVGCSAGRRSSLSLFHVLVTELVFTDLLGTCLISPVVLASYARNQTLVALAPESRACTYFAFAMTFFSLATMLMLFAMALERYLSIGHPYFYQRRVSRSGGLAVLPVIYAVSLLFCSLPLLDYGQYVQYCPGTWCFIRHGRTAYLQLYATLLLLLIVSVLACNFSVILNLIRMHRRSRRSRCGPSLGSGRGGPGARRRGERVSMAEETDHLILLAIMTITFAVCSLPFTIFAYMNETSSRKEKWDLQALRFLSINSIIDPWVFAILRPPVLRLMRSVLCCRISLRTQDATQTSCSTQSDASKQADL
EP2 antag: inhibitors of human EP2 prostaglandin E2 receptor; P43116; actives 0.52% (n = 260,000); C6 glioma cells expressing human EP2, cAMP TR-FRET; cells stimulated with saturating PGE2; inhibition, % at 25 µM;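 active means percent inhibition above 40 after rounding to a whole number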;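 further: rat C6 glioma host cells with rolipram phosphodiesterase inhibitor present; the protocol text gives 20 µM as final concentration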
* = called active by the depositor; & = joins results of further samples. This is a subset, so the mix of outcomes need not match the whole.

How did Cn1c2ccccc2c2ccc(C(=O)N3CCn4c(CO)nnc4C3)cc21 do in these assays?
EP2 modulator: -35; EP2 antag: 2

Results for COc1ccc(N(C(C)C(=O)N2CCN(Cc3ccc4c(c3)OCO4)CC2)S(C)(=O)=O)cc1 (centres undefined) ?
EP2 modulator: -30; EP2 antag: 12

What do the screens show for `CCC1c2cccn2CCN1Cc1ccc(OCC(=O)N2CCOCC2)cc1` (centres undefined)?
EP2 modulator: -7; EP2 antag: 0

Results for NC(=O)C1CCCN1C(=O)CCC(=O)O (centres undefined) ?
EP2 modulator: -22; EP2 antag: 8

How did CN(C)CCc1c[nH]c2ccc(Cn3cncn3)cc12 do in these assays?
EP2 modulator: 19; EP2 antag: 21&10

What do the screens show for `C=CC(C1=CC(=O)C(OC)=CC1=O)c1ccccc1` (centres undefined)?
EP2 modulator: -28; EP2 antag: 37

Results for Cc1ccc2c(c1)-c1cc(C)nn1C(c1ccc(O)c(O)c1)N2 (centres undefined) ?
EP2 modulator: -47; EP2 antag: 20

Results for COC(=O)c1c(NC(=O)c2ccc(F)cc2)sc(C(=O)NC2CCCCC2)c1C ?
EP2 modulator: 9; EP2 antag: 13

What do the screens show for `CCN1CCCC1CN(Cc1ccc(NC(C)=O)cc1)Cc1ccccn1` (centres undefined)?
EP2 modulator: -11; EP2 antag: 4

How did COc1ccc(NC(=O)CSc2nc(-c3cccs3)cc(C(F)(F)F)n2)cc1 do in these assays?
EP2 modulator: -6; EP2 antag: 11

Sorted by SMILES length (smallest number first): some entries from above
What do the screens show for `CCN1CCCC1CN(Cc1ccc(NC(C)=O)cc1)Cc1ccccn1` (centres undefined)?
EP2 modulator: -11; EP2 antag: 4

Results for Cc1ccc2c(c1)-c1cc(C)nn1C(c1ccc(O)c(O)c1)N2 (centres undefined) ?
EP2 modulator: -47; EP2 antag: 20

Results for COC(=O)c1c(NC(=O)c2ccc(F)cc2)sc(C(=O)NC2CCCCC2)c1C ?
EP2 modulator: 9; EP2 antag: 13

Returning to the listing; the four compounds before the break are reprinted first.
Results for Cc1ccc2c(c1)-c1cc(C)nn1C(c1ccc(O)c(O)c1)N2 (centres undefined) ?
EP2 modulator: -47; EP2 antag: 20

Results for COC(=O)c1c(NC(=O)c2ccc(F)cc2)sc(C(=O)NC2CCCCC2)c1C ?
EP2 modulator: 9; EP2 antag: 13

What do the screens show for `CCN1CCCC1CN(Cc1ccc(NC(C)=O)cc1)Cc1ccccn1` (centres undefined)?
EP2 modulator: -11; EP2 antag: 4

How did COc1ccc(NC(=O)CSc2nc(-c3cccs3)cc(C(F)(F)F)n2)cc1 do in these assays?
EP2 modulator: -6; EP2 antag: 11

What do the screens show for `Cc1ccc(C(=O)C2CCN(CC(=O)Nc3ccc4c(c3)CCC4)CC2)cc1`?
EP2 modulator: -28; EP2 antag: 2

How did CCN1CCN(C(C)C(=O)NCc2ccc(OC)cc2)CC1 (centres undefined) do in these assays?
EP2 modulator: -4; EP2 antag: 5

Results for Cn1c(SCC(=O)Nc2cccc(C(F)(F)F)c2)nnc1-c1ccco1 ?
EP2 modulator: 6; EP2 antag: 13

Results for O=C(c1cccnc1)C1CCN(C(=O)c2ccncc2)CC1 ?
EP2 modulator: 11; EP2 antag: 7

What do the screens show for `CCn1c(SC(C)C(=O)Nc2cccc3ccccc23)nnc1-c1cccnc1` (centres undefined)?
EP2 modulator: 16; EP2 antag: 5

What do the screens show for `COCCCNC(=O)CN1C(=O)c2cccc3cccc1c23`?
EP2 modulator: -10; EP2 antag: 12

Results for COC(=O)Cc1[nH]nc2c1C1(C(=O)N(C)c3ccccc31)C(C#N)=C(N)O2 (centres undefined) ?
EP2 modulator: 5; EP2 antag: 13

Results for Cc1ccc(N(CC(=O)N2CCC(C(N)=O)CC2)S(C)(=O)=O)cc1C ?
EP2 modulator: -20; EP2 antag: 15

What do the screens show for `COC(=O)C[C@H]1C2(C)CC34OC5(C)O[C@@]6([C@H](OC)C(OC(=O)C(C)C)[C@]7(C)C(/C(=C(/OC)C(C)C)C(=O)O[C@H]7c7ccoc7)[C@@]6(O5)[C@H](OC)[C@@]3(OC)C2OC(C)=O)[C@]14C` (some centres undefined)?
EP2 modulator: 18; EP2 antag: 7

Results for COc1cccc(/C(O)=C2/C(=O)C(=O)N(Cc3cccnc3)C2c2ccc(O)c(OC)c2)c1 (centres undefined) ?
EP2 modulator: 15; EP2 antag: 11

Results for CC1CCN(S(=O)(=O)c2ccc3c(c2)oc(=O)n3C)CC1 ?
EP2 modulator: -67; EP2 antag: 2

Results for CCOC(=O)c1sc(NC(=O)CSc2nc(C)nc3sc(C)c(C)c23)nc1C ?
EP2 modulator: 2; EP2 antag: 5

What do the screens show for `COc1cc(C)c(CNC(=O)c2cnc(N3CCOCC3)nc2)cc1C(C)C`?
EP2 modulator: -22; EP2 antag: 3

Results for CC(C)c1ccc(N(C(=O)c2csnn2)C(C(=O)NC2CCCC2)c2cccnc2)cc1 (centres undefined) ?
EP2 modulator: 25; EP2 antag: 16

Results for COc1cc2cc(CN(Cc3ccco3)C(=S)Nc3ccccc3)c(=O)[nH]c2cc1OC ?
EP2 modulator: 27; EP2 antag: 7

What do the screens show for `COc1ccccc1Cc1nnc(NC(=O)Cn2ccc3ccc(F)cc32)s1`?
EP2 modulator: -17; EP2 antag: 3

Results for COc1cc2cc(CN(Cc3cccs3)C(=O)Nc3ccccc3F)c(=O)[nH]c2cc1OC ?
EP2 modulator: 8; EP2 antag: 8

What do the screens show for `COc1ccc(N2CCN(C(c3ccccc3F)c3nnnn3CC3CCCO3)CC2)cc1` (centres undefined)?
EP2 modulator: 4; EP2 antag: 11

How did CCN(CC)CC[n+]1ccc2c(C)c3[nH]c4ccc(O)cc4c3c(C)c2c1 do in these assays?
EP2 modulator: 7; EP2 antag: 44*

What do the screens show for `CCCn1nnc(NC(=O)c2ccc(OCC)cc2)n1`?
EP2 modulator: -23; EP2 antag: 11

Results for COC(=O)c1ccccc1NC(=O)CSc1nnc(Cn2cnc3ccccc32)n1C ?
EP2 modulator: 14; EP2 antag: 12

What do the screens show for `COc1ccc(-c2ccc(SC(C)C(N)=O)nn2)cc1` (centres undefined)?
EP2 modulator: -25; EP2 antag: 12

How did O=C(Nc1ccccc1F)c1snc2c(=O)[nH]cnc12 do in these assays?
EP2 modulator: -24; EP2 antag: 10

What do the screens show for `O=C(Nc1cccc(Br)c1)/C(=C\c1cccnc1)NC(=O)c1cccs1`?
EP2 modulator: -51; EP2 antag: 18

What do the screens show for `Cc1ccc(C(C(=O)NC2CCCCC2)N(Cc2ccco2)C(=O)Cc2cccs2)cc1` (centres undefined)?
EP2 modulator: 62*; EP2 antag: 9

How did COc1cc(OC)cc(-n2nnnc2SCC(=O)N2c3ccccc3CCc3ccccc32)c1 do in these assays?
EP2 modulator: 28; EP2 antag: 9

What do the screens show for `Cc1cc2nnc(SCC(=O)NNC(=O)COc3ccccc3)n2c2ccccc12`?
EP2 modulator: -8; EP2 antag: 11

Results for COc1cccc(NC(=O)C2CCCN2S(=O)(=O)c2ccc(F)cc2)c1 (centres undefined) ?
EP2 modulator: -40; EP2 antag: 6

Results for C1=C(CN2CCC3(CC2)Nc2ccccc2-n2cccc23)COc2ccccc21 ?
EP2 modulator: -47; EP2 antag: 9

What do the screens show for `c1ccc(Cn2ncc3c2ncn2nc(CSc4nc5ccccc5o4)nc32)cc1`?
EP2 modulator: 7; EP2 antag: 11

How did Cc1cc(C)cc(NC(=O)CCN2CCCCC2)c1 do in these assays?
EP2 modulator: -63; EP2 antag: 9

What do the screens show for `COc1ccc(NC(=O)CSc2nnc(Cc3ccccc3)n2-c2ccc(OC)cc2)cc1`?
EP2 modulator: 31; EP2 antag: 8

How did CCCn1c(=O)c(C(=O)NCCCCl)c(O)c2ccccc21 do in these assays?
EP2 modulator: 70*; EP2 antag: 19

Results for COc1ccc2c(c1)OC[C@@H](Cc1ccc(OC)c(OC)c1)[C@@H]2O ?
EP2 modulator: 13; EP2 antag: 10

Results for O=C(Nc1cccc(O)c1)c1cc(-c2ccc(Cl)cc2Cl)on1 ?
EP2 modulator: -34; EP2 antag: 8

Results for O=c1[nH]c2ccc(S(=O)(=O)NCC(c3ccccc3Cl)N3CCCC3)cc2[nH]1 (centres undefined) ?
EP2 modulator: -21; EP2 antag: -1

Results for COc1ccc(CCNC(=S)NC(=O)c2ccco2)cc1OC ?
EP2 modulator: -93; EP2 antag: 16

How did CCCn1c(SCC(=O)Nc2cc(Cl)ccc2C)nnc1C(C)C do in these assays?
EP2 modulator: -44; EP2 antag: 6

How did CN(C)c1nc2c(c(=O)[nH]c(=O)n2C)n1CCO do in these assays?
EP2 modulator: -2; EP2 antag: 9

Results for CCOc1ccccc1NC(=O)CCN1C(=O)/C(=C/c2cccs2)SC1=S ?
EP2 modulator: -38; EP2 antag: 6

What do the screens show for `COC(=O)Cn1cc(CN2CCn3c(CO)nnc3C2)c2ccccc21`?
EP2 modulator: -19; EP2 antag: 5

What do the screens show for `CC(=O)N[C@H](Cc1ccc(O)cc1)C(=O)O`?
EP2 modulator: 16; EP2 antag: 9

Results for CC(C)(C)c1[nH]ncc1CN1CCN(S(=O)(=O)N2CCOCC2)CC1 ?
EP2 modulator: -31; EP2 antag: 7

Results for O=C(CN1CCC(C(=O)c2ccccc2)CC1)Nc1ccccc1N1CCOCC1 ?
EP2 modulator: -17; EP2 antag: 12

Results for Cc1ccc(C)c(/C(O)=C2/C(=O)C(=O)N(CCCn3ccnc3)C2c2ccncc2)c1 (centres undefined) ?
EP2 modulator: 45; EP2 antag: 14

What do the screens show for `COc1ccccc1NC(=O)N(Cc1cccnc1)Cc1cc2cc3c(cc2[nH]c1=O)OCCO3`?
EP2 modulator: 8; EP2 antag: 10

Results for CCN(CC)C(=O)c1sc(NC(=O)COc2ccccc2)c(C#N)c1C ?
EP2 modulator: -28; EP2 antag: 5

Results for CC(C)C(=O)N1CCN(c2ccc(NC(=O)C(C)(C)C)cc2Cl)CC1 ?
EP2 modulator: -1; EP2 antag: 14

Results for CCC1CCCCN1C(=O)CSc1nnc(-c2cc(C)cc(C)c2)o1 (centres undefined) ?
EP2 modulator: -4; EP2 antag: 14

What do the screens show for `CCCc1nnc(NC(=O)c2ccc(Cl)cc2)s1`?
EP2 modulator: -1; EP2 antag: 15

What do the screens show for `COc1ccc(NC(=S)N2CCC(c3nc4ccccc4o3)CC2)cc1`?
EP2 modulator: -41; EP2 antag: 14

How did O=c1cc(O)c2sc3nc(C4CC4)cc(C(F)(F)F)c3c2[nH]1 do in these assays?
EP2 modulator: 20; EP2 antag: 11

Results for CCn1c(SCC(=O)Nc2cccc(C)c2)nnc1-c1cccnc1 ?
EP2 modulator: -23; EP2 antag: 2

How did c1ccc2c(c1)OCC(CNCC1COc3ccccc3O1)O2 (centres undefined) do in these assays?
EP2 modulator: -31; EP2 antag: 3

Results for CCN(CC)CCNc1nc2c(c(=O)[nH]c(=O)n2C)n1Cc1ccc(Cl)cc1 ?
EP2 modulator: 9; EP2 antag: 7

What do the screens show for `C=CC(=O)N(C)c1nc(-c2ccccc2)cs1`?
EP2 modulator: -40; EP2 antag: 20

How did Cc1ccc2cc(CN(Cc3nnnn3CCc3ccccc3)C3CCCC3)c(=O)[nH]c2c1 do in these assays?
EP2 modulator: 53; EP2 antag: 8

What do the screens show for `CC(=O)N1CCCN(C(=O)c2ncoc2-c2ccc(F)cc2)CC1`?
EP2 modulator: -22; EP2 antag: 8

How did Cc1ccc(S(=O)(=O)N2C(=O)CCC2C(=O)NC2CCCC2)cc1 (centres undefined) do in these assays?
EP2 modulator: -2; EP2 antag: 6

What do the screens show for `CCc1ccccc1Nc1c([N+](=O)[O-])c(=O)oc2ccccc12`?
EP2 modulator: -30; EP2 antag: 10

What do the screens show for `NC(=O)C1CCN(Cc2nnnn2C2CCCC2)CC1`?
EP2 modulator: -15; EP2 antag: 12

How did O=C(Cc1ccccc1)NO do in these assays?
EP2 modulator: -29; EP2 antag: 12

What do the screens show for `COc1c(C)cnc(CN2CCC3(CC2)NC(=O)c2ccccc2O3)c1C`?
EP2 modulator: -5; EP2 antag: 8

Results for COC(=O)CSc1nc2ccccc2c(=O)n1Cc1ccccc1 ?
EP2 modulator: 48; EP2 antag: 8

What do the screens show for `Cc1nc(N2CCCCC2)nc(N2CCCCC2)c1[N+](=O)[O-]`?
EP2 modulator: 16; EP2 antag: 9

What do the screens show for `CC1(C)CC(N(Cc2cccnc2)Cc2ccc3ncccc3c2)CC(C)(C)N1`?
EP2 modulator: -13; EP2 antag: 5

What do the screens show for `COc1nc(C)ccc1-c1noc(-c2ccc(C)cc2)n1`?
EP2 modulator: -13; EP2 antag: 10

What do the screens show for `O=C1C(=O)c2ccccc2C(O)=C1C(C1=C(O)c2ccccc2C(=O)C1=O)c1ccc(Cl)cc1`?
EP2 modulator: 23; EP2 antag: 37

What do the screens show for `CCn1c(SCC(=O)NCCc2ccccc2)nnc1-c1cc2ccccc2cc1O`?
EP2 modulator: -47; EP2 antag: 24

How did CC(C)c1ccc(N(CC(=O)NCc2ccc3c(c2)OCO3)S(C)(=O)=O)cc1 do in these assays?
EP2 modulator: 13; EP2 antag: 14

Results for CCN1CCN(C(=O)c2c(NC(=O)c3ccccc3)sc(C)c2C)CC1 ?
EP2 modulator: -24; EP2 antag: 21

Entries from the list above that contain a cyano group (2):
Results for COC(=O)Cc1[nH]nc2c1C1(C(=O)N(C)c3ccccc31)C(C#N)=C(N)O2 (centres undefined) ?
EP2 modulator: 5; EP2 antag: 13

Results for CCN(CC)C(=O)c1sc(NC(=O)COc2ccccc2)c(C#N)c1C ?
EP2 modulator: -28; EP2 antag: 5

Quoted at random: two entries already listed, in no set order.
How did CC(C)c1ccc(N(CC(=O)NCc2ccc3c(c2)OCO3)S(C)(=O)=O)cc1 do in these assays?
EP2 modulator: 13; EP2 antag: 14

How did O=C(Cc1ccccc1)NO do in these assays?
EP2 modulator: -29; EP2 antag: 12
